Screening results as filed in PubChem BioAssay.
FLuc inhib CS: Photinus pyralis luciferase inhibition counter-screen; P08659; ATPLite firefly luciferase biochemical luminescence, 10 min; inhibition, % at 10 µM; 200,000 compounds, 1.5% hits; AID 1006;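 active = inhibition above about 50% when tested at 10 µM, limit read from the data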
G6PDH counter: counter-screen for G6PDH assay hits: L. mesenteroides G6PDH inhibition; 200,000 compounds, 0.12% hits; Purified L. mesenteroides G6PDH, diaphorase/resazurin coupled fluorescence, 45 min; AID 1020; inhibition, % at 5 µM; in the data active = inhibition above about 50%
TLR4-MyD88 BLA: TLR4-MyD88 interaction inhibition in cells; O00206+Q99836; HeLa CL3-4 TLR4/MyD88 BLA complementation, FRET ratio; inhibition, % at 8.4 µM; 200,000 compounds, 0.18% hits; in the data active = inhibition above about 25%;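 note: 0% = vehicle and 100% = reference inhibitor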
Target sequence (O00206 whole entry, looked up): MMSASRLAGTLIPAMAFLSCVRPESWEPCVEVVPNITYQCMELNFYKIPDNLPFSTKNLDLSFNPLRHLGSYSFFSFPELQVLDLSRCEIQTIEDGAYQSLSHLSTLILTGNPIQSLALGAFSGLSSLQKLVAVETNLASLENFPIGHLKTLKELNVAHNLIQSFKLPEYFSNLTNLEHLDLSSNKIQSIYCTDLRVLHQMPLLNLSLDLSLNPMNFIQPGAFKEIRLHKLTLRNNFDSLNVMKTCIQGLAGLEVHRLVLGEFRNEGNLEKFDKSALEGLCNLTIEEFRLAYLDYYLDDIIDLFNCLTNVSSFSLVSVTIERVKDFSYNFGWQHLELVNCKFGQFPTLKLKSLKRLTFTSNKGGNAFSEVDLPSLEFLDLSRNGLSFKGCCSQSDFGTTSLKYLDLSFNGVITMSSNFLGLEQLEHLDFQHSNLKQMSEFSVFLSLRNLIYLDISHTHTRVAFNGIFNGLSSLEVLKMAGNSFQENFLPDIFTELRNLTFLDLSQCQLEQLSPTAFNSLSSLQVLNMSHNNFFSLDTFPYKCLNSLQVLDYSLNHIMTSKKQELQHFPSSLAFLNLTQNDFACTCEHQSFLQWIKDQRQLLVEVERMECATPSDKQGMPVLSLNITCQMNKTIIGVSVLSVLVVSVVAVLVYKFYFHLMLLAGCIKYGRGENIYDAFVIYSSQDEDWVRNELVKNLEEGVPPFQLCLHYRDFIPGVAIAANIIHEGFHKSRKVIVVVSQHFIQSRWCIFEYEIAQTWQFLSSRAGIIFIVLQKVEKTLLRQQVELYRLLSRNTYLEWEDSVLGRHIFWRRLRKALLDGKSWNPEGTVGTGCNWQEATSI
Target sequence (Q99836 whole entry, looked up): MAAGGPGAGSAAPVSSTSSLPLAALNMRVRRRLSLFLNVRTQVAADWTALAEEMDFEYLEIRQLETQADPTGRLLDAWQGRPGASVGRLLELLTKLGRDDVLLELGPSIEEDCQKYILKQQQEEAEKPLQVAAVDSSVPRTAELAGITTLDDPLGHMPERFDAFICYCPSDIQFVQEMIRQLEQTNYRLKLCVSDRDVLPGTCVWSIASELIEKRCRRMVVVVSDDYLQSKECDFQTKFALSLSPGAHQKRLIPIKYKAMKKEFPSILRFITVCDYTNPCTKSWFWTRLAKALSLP
Diaphorase inh: diaphorase inhibition or chemical oxidation counter-screen | AID 1217 | 190,000 compounds, 0.69% hits | inhibition, % at 20 µM | diaphorase resazurin-to-resorufin fluorescence, NADH, 16 min; bacterial (C. kluyveri) enzyme, not human;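 active = primary screen inhibition at 20 µM above a set limit, cut at about 50% in these data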;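 note: plate controls were DMSO with full reaction for no effect and wells lacking NADH for full effect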
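controls = No-NADH positive control and DMSO neutral control | system = Clostridium kluyveri diaphorase enzyme | timing = reaction incubation of 16 min at room temperature | signal = resorufin fluorescence 544/590 nm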
Diaph act CS: activates diaphorase or chemically reduces, flagging diaphorase assay artifacts; Diaphorase/resazurin coupled assay, resorufin fluorescence, 16 min; stronger effect = higher value; 1 = vehicle wells, 0 = NADH-free wells; activation factor at 20 µM; 190,000 compounds, 0.005% hits; AID 1229;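 active = diaphorase activity raised at least twofold by the compound at 20 µM; inactive = activation factor below 2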
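System – purified diaphorase enzyme from Clostridium kluyveri · Input – enzyme 0.07 U/mL final · Also added – final NADH 0.114 mM, resazurin 0.1 mM · Measured by – fluorescence of resorufin, 544 nm excitation, 590 nm emission · Timing – 16 min enzyme reaction, ambient temperature · Measure – resorufin increase flagging diaphorase activators or reducers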
APP 5UTR inh: APP translation inhibition; inhibition, % at 2 µM; 190,000 compounds, 0.82% hits; SH-SY5Y APP 5'UTR-luciferase reporter, luminescence; AID 1285;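 active = inhibition above a set limit, derived from the sample mean plus 3 SD, cut at about 45% in these data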; note: values of inactives mirror those of a sister screen read the other way
FLuc act counter: firefly luciferase counter-screen for stimulation assays; 200,000 tested, under 10 active; ATPlite luciferase biochemical, luminescence, 10 min; 0 = ATP-free wells, 1 = DMSO control; P08659; activation factor at 10 µM; AID 1027;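 active = luciferase activation factor, scaled between plate controls, of at least 2 with compound at 10 µM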
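System: Luciferase/luciferin detection reagent, cell-free biochemical luciferase assay | Medium: PBS buffer for ATP | Dosing: Test compounds dosed from 2 mM stocks in 100% DMSO | Timing: 10 min at ambient temperature | Signal: Luminescence measurement of luciferase light output | Evaluation: Luciferase activation, seen as luminescence increase over controls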
NF-kB neuron act: compounds increasing NF-kB expression in human neuronal cells | fold change at 12.5 µM | AID 1239 | 190,000 compounds, 1.6% hits | NF-kB reporter expression; stronger effect = higher value; in the data active = fold change above about 3.3
APP 5'UTR act: activates APP 5'UTR luciferase reporter. 190,000 compounds, 1% hits. SH-SY5Y APP 5'UTR luciferase reporter, luminescence; zero percent = DMSO vehicle wells. AID 1276. activation, % at 2 µM;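 active = activation above a set limit, based on mean plus 3 SD of controls, cut at about 140% in these data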; note: values of inactives mirror those of a sister screen read the other way
STAT1 activator: STAT1 signaling activation. NIH 3T3 STAT1-luciferase reporter, IFN-gamma, luminescence; 100% = IFN-gamma alone, no compound. activation (% of control), % at 5.5 µM. 200,000 compounds, 2.6% hits. AID 932;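 active = activation above the screen-wide mean activation plus 3 SD, cut at about 130% in these data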;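 note: raw ratio to IFN-gamma control signal so 100% means no change and 0% no light; values of inactives mirror those of a sister screen read the other way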
* marks the source's active call; other numbers are inactive results; . = no result given.

1	COc1cc2c3c(c1)/C(=C1/SC(=S)NC1=O)C(=O)N3C(C)(C)C=C2C
2	Cc1nc2c(ccc3nc(NC(=O)c4ccc5c(c4)OCCO5)sc32)s1
3	CCOc1ncccc1C(=O)Nc1ccc2c(c1)OCO2
4	Cc1cc(C)cc(Nc2ccc([N+](=O)[O-])nc2[N+](=O)[O-])c1
5	Cc1cc(C)n(-c2nnc(NC34CC5CC(CC(C5)C3)C4)nn2)n1
6	CCOc1ccc(C(=O)NC(=S)Nc2cccc(NC(=O)c3ccco3)c2)cc1[N+](=O)[O-]
7	CCn1c(SCC(=O)Nc2ccccc2N2CCOCC2)nnc1-c1ccccc1O
8	CCC(C)(C(=O)NC1CCCC1)N(C(=O)c1cnccn1)c1ccccc1 (stereo not drawn)
Assay by compound	1	2	3	4	5	6	7	8
Diaph act CS	0.8	1.1	1	0.8	0.9	0.8	0.9	1
Diaphorase inh	15	-11	4	18	14	22	14	-2
FLuc inhib CS	-8	86*	1	-8	66*	-5	-5	-6
G6PDH counter	-18	-1	0	1	1	-29	-16	8
NF-kB neuron act	1.2	5.4*	0.93	0.81	2.5	0.58	0.8	1
APP 5UTR inh	-8	-123	-14	7	-134	4	-9	7
TLR4-MyD88 BLA	5	-5	10	20	-19	-6	-1	-5
STAT1 activator	98	168*	111	103	162*	103	101	100
FLuc act counter	1.1	0.1	1	1.1	0.3	1.1	1.1	1.1
APP 5'UTR act	7	123	14	-7	134	-4	9	-7

Part of the list above, showing only G6PDH counter and STAT1 activator:
No. | molecule | G6PDH counter | STAT1 activator
6 | CCOc1ccc(C(=O)NC(=S)Nc2cccc(NC(=O)c3ccco3)c2)cc1[N+](=O)[O-] | -29 | 103
3 | CCOc1ncccc1C(=O)Nc1ccc2c(c1)OCO2 | 0 | 111

Continuation.
9	Cc1cc(NC(=O)c2cnn3c(C(F)(F)F)cc(-c4ccc(Br)cc4)nc23)no1
10	CC1CCN(c2oc(-c3ccccc3Cl)nc2C#N)CC1
11	CC(=O)c1c(C)nc(-c2ccc(Cl)cc2)nc1N
12	O=C(O)CCCC(=O)Nc1ccc(Cl)c(Cl)c1
13	COc1ccc(CCNC(=O)CCc2ccc(S(=O)(=O)NCC(C)C)cc2)cc1
14	Cc1ccccc1NC(=O)NCCN1C(=O)C2C3C=CC(C3)C2C1=O (stereo not drawn)
15	O=C(CN1CCC(NC(=O)Cc2ccccc2)CC1)Nc1cccc2ccccc12
16	CC(C)Oc1ccc2c(c1)OC(c1ccccc1)(C(F)(F)F)NC2=O (stereo not drawn)
Assay by compound	9	10	11	12	13	14	15	16
Diaph act CS	0.9	0.9	1.1	0.9	0.9	0.9	0.8	0.9
Diaphorase inh	12	13	-11	12	6	5	17	14
FLuc inhib CS	-4	8	17	-2	-7	-7	-2	-3
G6PDH counter	-2	6	8	-1	-3	-9	1	4
NF-kB neuron act	1.4	3.7*	1.1	0.85	0.86	0.86	0.93	1.1
APP 5UTR inh	-1	-80	-116	-2	8	-7	-10	15
TLR4-MyD88 BLA	-1	-6	-2	-14	11	-5	-8	-6
STAT1 activator	100	121	152*	99	97	107	94	97
FLuc act counter	1	0.9	0.8	1	1.1	1.1	1	1
APP 5'UTR act	1	80	116	2	-8	7	10	-15

17	N#CC1=C(N)C(C#N)(C#N)C(c2cccnc2)C2CCCC=C12 (stereo not drawn)
18	CCOC(=O)Cc1nn(Cc2ccccc2)c(=O)c2ccccc12
19	Cc1nc2nc(CSc3nnc(C)s3)cc(=O)n2[nH]1
20	COc1ccc(-n2c(SCC(=O)N3CCN(c4ccccc4)CC3)nc3c(c2=O)SCC3)cc1
21	COc1ccccc1NC(=S)NNC(=O)c1nn(C)cc1Cl
22	O=C(Cn1c(NCCO)nc2ccccc21)N1CCN(Cc2ccccc2)CC1
23	CCOC(=O)c1sc(NC(=O)CSc2nc3c(c(-c4ccc(OC)cc4)c2C#N)CCCC3)c(C#N)c1C
24	COc1ccc(OCC(=O)N/N=C2\CCCCc3ccccc32)cc1
Assay by compound	17	18	19	20	21	22	23	24
Diaph act CS	0.9	0.7	0.9	0.6	1.1	0.9	0.8	1.1
Diaphorase inh	10	29	7	36	-8	8	19	-6
FLuc inhib CS	-4	-2	-2	-9	-2	-7	-3	1
G6PDH counter	14	12	-1	0	4	4	-2	-4
NF-kB neuron act	0.78	1.2	1.1	0.87	1.3	1	1.6	1.1
APP 5UTR inh	2	-30	-10	0	-4	-20	-12	-7
TLR4-MyD88 BLA	5	-4	3	-5	-11	-5	1	10
STAT1 activator	77	97	104	76	109	94	91	107
FLuc act counter	1	1	1	1.1	1	1.1	1	1
APP 5'UTR act	-2	30	9	0	4	20	12	7

25	COc1ccc(NC(=O)Nc2ccc(Cc3ccncc3)cc2)cc1OC
26	O=S(=O)(c1ccc2nc(COc3ccccc3)[nH]c2c1)N1CCOCC1
27	CCOC(=O)c1c(-c2ccccc2)csc1NC(=O)c1nn(CC)cc1Br
28	Cc1nc(NC(=O)C2CC2)sc1C(=O)N1CCCCC1
29	Cc1cc(C(C)(C)C)oc1C(=O)N(CC(=O)NC1CCCC1)Cc1ccccc1
30	COc1ccc(-c2csc(Nc3ccc(S(N)(=O)=O)cc3)n2)cc1OC
31	Cc1cccc(NC(=O)CCSc2ccccc2)c1C
32	COc1ccccc1N1CCN(/N=C\c2ccc(C)o2)CC1
Assay by compound	25	26	27	28	29	30	31	32
Diaph act CS	0.8	0.9	0.8	0.8	1	0.8	0.9	1.2
Diaphorase inh	16	13	22	17	4	19	11	-15
FLuc inhib CS	2	-8	-2	-10	-5	-6	-7	33
G6PDH counter	10	-4	10	4	4	-5	2	8
NF-kB neuron act	0.78	1	0.5	0.93	0.91	0.48	1.4	2.7
APP 5UTR inh	-8	10	-1	-13	.	-6	-25	-16
TLR4-MyD88 BLA	-11	10	-12	0	7	-13	4	-1
STAT1 activator	108	107	109	100	98	84	112	126
FLuc act counter	1	1.1	1	1.1	1	1.1	1.1	0.7
APP 5'UTR act	9	-10	1	13	.	6	25	16

33	Cn1ccnc1SCCC#N
34	O=C(N/N=C/c1ccc2cccnc2c1)c1ccco1
35	Cc1cc(C)c2nc(NC(=O)C3CC(=O)N(Cc4ccco4)C3)sc2c1 (stereo not drawn)
36	CCOC(=O)c1ccc(NC(=O)COc2cc(=O)n(CC)c3ccccc23)cc1
37	c1csc(Cc2nn3c(-c4ccncc4)nnc3s2)c1
38	O=C(Cn1nnc(-c2ccc(Cl)cc2)n1)NCC1CCCCC1
39	COc1ccc2oc(=O)c(C(=O)N3CCCc4ccccc43)cc2c1
40	Cc1occc1C(=O)Nc1ccc2c(c1)OCCO2
Assay by compound	33	34	35	36	37	38	39	40
Diaph act CS	0.9	1	0.8	1.1	0.7	1.1	0.9	0.9
Diaphorase inh	12	3	19	-7	26	-10	9	14
FLuc inhib CS	-1	88*	-5	4	-3	-5	-7	42
G6PDH counter	-3	0	7	-6	-2	1	-3	16
NF-kB neuron act	1.2	3.5*	1.3	1.1	0.63	0.96	1.2	3.1
APP 5UTR inh	1	-166	6	-2	2	-6	4	-82
TLR4-MyD88 BLA	-2	5	5	-1	11	4	-10	5
STAT1 activator	95	99	96	100	96	105	97	131*
FLuc act counter	1	0.1	1.1	1	1	1.1	1.1	0.6
APP 5'UTR act	-1	166*	-6	2	-2	6	-4	83

41	COc1cc(OC)c(OC)cc1/C=N/N(C)c1ccccc1
42	Cc1nc2cc(NC(=O)NCCCO)ccc2o1
43	CSc1ccc(Cl)c(C(=O)OCC(=O)N(C)CCC#N)c1
44	O=C(Cn1c(=O)n(Cc2ccco2)c(=O)c2c3c(sc21)CCCCC3)c1ccccc1
45	Cc1occc1C(=O)Nc1cccc2ccccc12
46	CC1CCCC(NC(=O)c2ccc3c(=O)n(CC4CCCO4)c(=O)[nH]c3c2)C1C (stereo not drawn)
47	CCOc1ccc(CNC(=O)CCSCc2ccccc2F)cc1OC
48	Cc1cc(NC(=O)c2cncc(Br)c2)no1
Assay by compound	41	42	43	44	45	46	47	48
Diaph act CS	0.9	0.8	1	0.7	1	0.9	1	0.9
Diaphorase inh	6	18	4	29	3	14	4	7
FLuc inhib CS	-1	-1	-6	-2	30	-7	-6	-8
G6PDH counter	4	8	1	7	2	6	6	0
NF-kB neuron act	1.1	1.4	1.2	1.6	7.7*	0.86	1.7	1.1
APP 5UTR inh	4	14	-5	-7	-135	0	12	3
TLR4-MyD88 BLA	5	-14	-13	-10	12	5	-1	7
STAT1 activator	96	96	96	105	172*	107	98	101
FLuc act counter	1	1	1.1	1	0.7	1.1	1.1	1.1
APP 5'UTR act	-4	-15	5	7	135*	0	-12	-3

49	CN1C(=O)c2cccc(NCCCN3C(=O)c4ccccc4C3=O)c2C1=O
50	CCOc1cnc(-c2ccc(OC)cc2)o1
51	Cc1ccccc1CS(=O)(=O)c1snnc1C
52	COc1cc(NC(=O)c2ccc3c(=O)n(Cc4ccco4)c(=S)[nH]c3c2)cc(OC)c1OC
53	Cc1cc(C)c(C#N)c(OCC(=O)c2ccccc2)n1
54	Cc1ccc(-n2nc3ccc(NC(=O)/C=C/c4ccco4)cc3n2)cc1C
55	Cc1ccc(-n2c(SCC(=O)N3CCCC3)nc3c(c2=O)SCC3)cc1
56	Cc1cc(C)c(S(=O)(=O)N2CCCOC2CNC(=O)C(=O)NCc2cccnc2)c(C)c1 (stereo not drawn)
57	N#Cc1c(C(F)(F)F)cc(-c2ccccc2)nc1SCC(=O)N1CCOCC1
Assay by compound	49	50	51	52	53	54	55	56	57
Diaph act CS	0.9	0.9	0.9	0.9	1.1	0.6	0.8	0.8	1
Diaphorase inh	11	8	8	11	-7	42	18	16	-4
FLuc inhib CS	-5	26	-8	-5	-5	3	-4	-6	0
G6PDH counter	3	1	3	-3	5	7	-10	2	-18
NF-kB neuron act	0.83	1.6	1.1	0.59	0.98	2.1	1	0.98	0.86
APP 5UTR inh	-9	-44	-5	-4	-2	-51	6	8	-10
TLR4-MyD88 BLA	1	-3	-10	-4	-1	2	14	4	5
STAT1 activator	103	135*	101	109	101	128	92	106	97
FLuc act counter	1	0.7	1.1	1.1	1.1	1	1	1.1	1
APP 5'UTR act	9	44	5	4	2	51	-5	-8	11

Full records as entered above. Order of screens: Diaph act CS	Diaphorase inh	FLuc inhib CS	G6PDH counter	NF-kB neuron act	APP 5UTR inh	TLR4-MyD88 BLA	STAT1 activator	FLuc act counter	APP 5'UTR act
Profile of `Cc1ccccc1CS(=O)(=O)c1snnc1C` → 0.9	8	-8	3	1.1	-5	-10	101	1.1	5
Profile of `Cc1cc(C)c(C#N)c(OCC(=O)c2ccccc2)n1` → 1.1	-7	-5	5	0.98	-2	-1	101	1.1	2
Profile of `Cc1cc(C)c(S(=O)(=O)N2CCCOC2CNC(=O)C(=O)NCc2cccnc2)c(C)c1` (stereo not drawn) → 0.8	16	-6	2	0.98	8	4	106	1.1	-8
Profile of `Cc1ccc(-n2c(SCC(=O)N3CCCC3)nc3c(c2=O)SCC3)cc1` → 0.8	18	-4	-10	1	6	14	92	1	-5

Random draw from the library, and some 5.6% of all compounds hit somewhere here.
